Screening results deposited in PubChem BioAssay by National Center for Advancing Translational Sciences (NCATS).
S2 tox – viability counter-screen for ATXN expression inhibitors | S2 cells (HEK-293 line with an ATXN2-luciferase reporter) viability, CellTiter-Fluor protease fluorescence, 24 h | Potency, µM (top dose mostly 56.7 µM), hits mostly cytotoxic | hit rate 0.49% among 400,000 | AID 651635; note: potency is the fitted concentration of half-maximal effect; nearly all actives have a fitted effect of over 40% in size
Nrf2 activator – activates Nrf2 signaling; Potency, µM (highest dose often 46.1 µM), inactives show at the top dose activation, usual class: activators; AID 624171; AREc32 ARE-luciferase reporter (MCF7-derived line), luminescence, 24 h; hit rate 0.31% among 410,000; note: potency is the fitted concentration of half-maximal effect; % of control where 0% means no effect; nearly all actives have a fitted effect of over 65% in size
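Reporter line AREc32 (ARE-Fluc), seeded overnight in OPTI-MEM with 5% FBS; compound pin-transferred, 24 hr at 37 deg C, 5% CO2; luminescent read-out.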
Nrf2 block – blocks Nrf2 signaling | A549 ARE-Fluc reporter, luciferase luminescence, 18-24 h | Potency, µM (doses to about 46 µM), for inactives: at the highest dose activity change, negative = inhibition, actives largely listed as inhibitors | hit rate 2.1% among 360,000 | AID 504444; note: potency is the fitted concentration of half-maximal effect; % is set by controls: 0 for no effect and ±100 for the full control effect; nearly all actives have a fitted effect of over 60% in size
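Nrf2 activity is the BugLite luminescence, read 15 min after reagent at room temperature, following CellTiter-Fluor cytotoxicity readout (30 min, 37C). Compound titrations were applied for 18-24 h to 5000 A549 ARE_Fluc cells/well in 5% FBS OPTI-MEM.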
HepG2 viability – HepG2 cytotoxicity, counter-screen for TGF-b inhibitors; HepG2 CAGA-GFP viability, ATP luminescence, 18 h; Potency, µM (doses to about 46.1 µM), for the others: at the top dose activity change, negative = cytotoxicity, usual class: cytotoxic; hit rate 0.76% among 410,000; AID 588856; note: potency is the fitted concentration of half-maximal effect; some results filed as inactive show a strong effect at the top dose
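HepG2 CAGA-GFP cells (1000/well, DMEM with 1% FBS) received compound, then TGF-beta at 500 pg/mL final, and were incubated 18 hours at 37 degrees C. Viability was read by CellTiter-Glo luminescence. Media-only wells were set as complete cell-killing and DMSO as no toxicity.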
A549 viability – kills or reduces viability of A549 cells in Nrf2 counter-screen; hit rate 0.16% among 390,000; A549 ARE-Fluc cells, CellTiter-Fluor viability, 18-24 h; Potency, µM (series often up to 46 µM), for the others: at the top dose activity change, negative = cytotoxicity, usual class: inhibitors; note: potency is the fitted concentration of half-maximal effect; % is set by controls: 0 for no effect and ±100 for the full control effect
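A549 ARE_Fluc cells in 5% FBS OPTI-MEM were exposed to compounds in concentration-response for 18-24 h at 37 deg C. Viability was read by CellTiter-Fluor fluorescence (Ex 405/Em 525) after 30 min, before the luciferase read.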
MmCpn inh – inhibitors of Methanococcus maripaludis chaperonin (MmCpn) | Potency, µM (top dose mostly 76.9 µM), for the others: at the top dose activity, negative = inhibition, hits mostly inhibitors | hit rate 0.031% among 330,000 | AID 504842 | purified Mm-Cpn ATPase, ADP Transcreener TR-FRET; note: potency is the fitted concentration of half-maximal effect; % is set by controls: 0 for no effect and ±100 for the full control effect; nearly all actives have a fitted effect of over 80% in size
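Measured: ADP formation by purified Mm-CPN. Conditions: 25 nM protein, 10 uM ATP, Tris pH 7.4 with Mg2+, K+ and DTT, 37°C for 30 min. Detection: Transcreener HTRF after 30 min at room temperature.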
CCT modulator – modulators of cytosolic chaperonin (CCT/TRiC) activity. hit rate 0.3% among 360,000. purified chaperonin ATPase assay, HTRF ADP detection, 30 min. activity change, % (concentration not given with the values), hits read low; in the data active = activity change below about -30%; note: % is set by controls: 0 for no effect and ±100 for the full control effect
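Enzyme 40 or 20 nM (batch-dependent) in Tris pH 7.4/KCl/MgCl2/DTT; cpd 76 uM single point; ATP 10 uM; 30 min 37 °C; Transcreener ADP HTRF detection, 30 min RT; ratio 665/615.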
TGFb SMAD3 inh – blocks TGF-b signaling. hit rate 1.2% among 410,000. AID 588855. Potency, µM (top dose mostly 46.1 µM), for the others: at the highest dose activity, negative = inhibition, usual class: inhibitors. HepG2 CAGA-GFP TGF-b/SMAD3 reporter, GFP fluorescence, 18 h; TGF-beta stimulated, 500 pg/mL final; note: potency is the fitted concentration of half-maximal effect; % is set by controls: 0 for no effect and ±100 for the full control effect; nearly all actives have a fitted effect of over 65% in size
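Inhibition was scored as loss of TGF-beta-induced (500 pg/mL final, 18 hours, 37 degrees C) GFP in HEPG2 cells carrying a CAGA-GFP reporter, in DMEM with 1% FBS. Well GFP was summed per cell; Activity was normalised to unstimulated and stimulated DMSO wells, then concentration-response fitting.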
Akt phos inh – Akt phosphorylation inhibition. Neuro2A IGF-stimulated pAkt S473 HTRF, 20 min; stronger effect = lower value. activity change, % for hits at 50 µM. hit rate 0.32% among 360,000; in the data active = activity change below about -80%; inconclusive = mostly about -51% to -80%; note: % is set by controls: 0 for no effect and ±100 for the full control effect
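Single-point screen (50 µM final compound) in Neuro2A cells stimulated 20 min with 6 nM IGF at 37 deg C. After lysis, Ser473-phosphorylated Akt read by HTRF (ex 330 nm, em 615/665 nm) as the 665/615 ratio.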
The depositor's hits bear a star; i = inactive; ? = inconclusive; nt = not tested or not shown; & = joins results of further samples; [ ] = remark or other dose. Unless noted, calls come from the whole dose curve; as a rule, active = well fitted curve in the direction sought with a large enough effect; inconclusive = small, poorly fitted or top-dose-only effect, or another doubt; inactive = no such curve, though single readings can be large; an effect the other way counts as inactive or inconclusive.

mol | S2 tox | Nrf2 activator | Nrf2 block | HepG2 viability | A549 viability | MmCpn inh | CCT modulator | TGFb SMAD3 inh | Akt phos inh
COC(=O)c1ccsc1NC(=O)C1COc2ccccc2O1 (configuration not stated) | i | 8.5% | 4% | -32% | 7% | -15% | 1.7 | 1% | i
C=CCn1c(SCC(=O)O)nnc1-c1cccs1 | nt | -0.2% | 6% | 11% | -10% | -1% | -1.5 | -11% | nt
CN(C)c1cc[n+](CC(=O)Nc2ccccc2C(F)(F)F)cc1 | i | -0.3% | -7% | -3% | -3% | 0% | -1.0 | -1% | i
O=C1NC2(CCCc3ccccc32)C(=O)N1Cc1nnc(-c2ccccc2Br)o1 (configuration not stated) | i | 5.9% | -13% | -26% | -4% | 1% | 2.6 | -1% | i
O=C(C1CC1)N1N=C(c2ccc(Br)cc2)CC1(O)C(F)(F)F (configuration not stated) | ? | 1.3% | -15% | -27% | 0% | -10% | 0.4 | -9% | i
COc1ccccc1-n1c(SC)nc2c(sc(=S)n2-c2ccccc2)c1=O | i | -0.7% | 1% | 11% | -18% | -1% | 1.9 | 0% | i
O=C(NCCCNC(=O)c1ccccn1)c1ccc(Cl)cc1 | ? | -0.7% | ? | -5% | -4% | 1% | 0.5 | -9% | i
O=C1CCCCN1CCC(=O)N1CCCC(N2CCN(c3cccc(Cl)c3)CC2)C1 (configuration not stated) | ? | 0.4% | 15% | -29% | -4% | -4% | -3.5 | 0% | i
O=C(CC1SC(N2CCCCC2)=NC1=O)Nc1ccc(C(=O)Nc2ccccc2)cc1 (configuration not stated) | i | -0.4% | 0% | -2% | -1% | 2% | 1.3 | 1% | i
C=CCN(CC=C)C(=O)c1ccc(OC2CCN(S(=O)(=O)N(C)C)CC2)cc1 | nt | 5.8% | 1% | -22% | -5% | -17% | -7.8 | 0% | i
COc1ccc(Cc2nc3ccc(C(=O)NCC4CCOCC4)cc3o2)cc1OC | i | 0.2% | 9% | 28% | -5% | 1% | 0.2 | 14% | i
CCOc1ccccc1C(=O)Nc1ccc(C(=O)c2ccccc2)cc1 | ? | 5.9% | 3% | -2% | 1% | 2% | -1.0 | -4% | i
COc1ccccc1N(CC(=O)N/N=C(\C)c1ccccc1O)S(=O)(=O)c1ccc(C)cc1 | i | -1.5% | ? | -48% | -5% | -3% | -1.8 | ? | i
N#Cc1ccc(NC(=O)CN2CCN(c3ccccn3)CC2)cc1 | i | 0.3% | -12% | -32% | 1% | 1% | -2.1 | -4% | i
CCCCN(CC)CCNC(=O)C1CCCN(S(=O)(=O)c2cccc3nsnc23)C1 (configuration not stated) | i | 0.6%&-0.4% | 3%&23% | -5%&-13% | 1%&10% | 0% | 0.1 | ? | i

mol | S2 tox | Nrf2 activator | Nrf2 block | HepG2 viability | A549 viability | MmCpn inh | CCT modulator | TGFb SMAD3 inh | Akt phos inh
CC(=O)Nc1ccc(N2C(=O)CSC2c2cccc([N+](=O)[O-])c2)cc1 (configuration not stated) | i | 0.2% | 23% | -3% | 8% | -1% | 0.1 | -11% | i
CCNC(=O)C1(C)CCCN(Cc2csc(-c3ccccc3)n2)C1 (configuration not stated) | i | 1.6% | nt | -1% | nt | nt | -1.0 | -4% | i
Cc1ccccc1S(=O)(=O)N(C)C[C@@H]1OCc2cn(nn2)CCCC(=O)N([C@H](C)CO)C[C@H]1C | i | -0.6% | nt | -12% | nt | nt | -1.4 | 7% | i
O=C(COC(=O)c1ccc(CSc2ccc(Cl)cc2)cc1)Nc1ccccc1 | i | 0.3% | 3% | -15% | 12% | 1% | -3.5 | -15% | i
CCOc1ccc(Br)cc1S(=O)(=O)N1CC(C)OC(C)C1 (configuration not stated) | i | 0.0% | 3% | 6% | 2% | 0% | -3.1 | 0% | i
Cn1c(/C=C/c2ccccc2[N+](=O)[O-])nc2ccccc2c1=O | i | ? | -15% | -29% | 8% | 0% | -0.6 | -4% | i
CCOCC(=O)Nc1ccc([N+](=O)[O-])cc1Cl | i | 0.0% | 2% | -13% | 5% | -4% | -4.6 | 2% | i
Cc1ccc(C)c(NC(=S)NNC(=O)c2csc3c2CCCC3)c1 | i | 0.2% | nt | -81% | 0% | 3% | -0.4 | -10% | i
CCn1c(SCC(=O)c2cc(C)n(-c3ccc(C(=O)OC)cc3)c2C)nnc1-c1cccnc1 | i | 2.5% | ? | -21% | 10% | 0% | -1.6 | 4% | i
COC(=O)c1ccccc1NC(=O)Cn1cnc2c1c(=O)n(C)c(=O)n2C | i | -0.5% | -6% | 20% | -4% | nt | -0.2 | 6% | i
C[C@@H]1NC(=O)c2cc([N+](=O)[O-])cc(I)c2NCCCC[C@@H](C(N)=O)NC(=O)[C@H](CCC(=O)O)NC1=O | ? | -0.1% | -2% | 0% | ? | 1% | -2.4 | 1% | i
CN1C=CC(=O)[C@@H](O)[C@H]1c1ccccc1Br | i | 0.2% | 2% | -3% | 2% | nt | 1.2 | 18% | i
COC(=O)CCCNS(=O)(=O)c1ccc2ccccc2c1 | i | 0.3% | nt | -6% | 11% | 1% | -1.2 | 3% | i
CCN(CC)C(=O)Cn1cc(SCC(=O)NC2CCCCC2)c2ccccc21 | i | 0.1% | nt | 1% | nt | nt | 1.3 | -2% | i
CC1CCCN(CCCNC(=O)c2ccc(N3CCCC3=O)cc2)C1 (configuration not stated) | i | 0.4% | 1% | 3% | -2% | 1% | 0.6 | 0% | i

mol | S2 tox | Nrf2 activator | Nrf2 block | HepG2 viability | A549 viability | MmCpn inh | CCT modulator | TGFb SMAD3 inh | Akt phos inh
Cc1ccn2c(=O)nc(SCC(=O)N3CCC(Cc4ccccc4)CC3)nc2c1 | i | 0.0% | -2% | -3% | 6% | -4% | -2.3 | 4% | i
CC1(C)Cc2cccc(OCC(=O)OCC(=O)Nc3ccccc3)c2O1 | i | 1.0% | 15% | -2% | -14% | 0% | 0.1 | -10% | i
CCOC(=O)CN(C#N)c1nc(C)cc(C)n1 | i | 0.3% | 11% | 1% | -19% | -5% | -0.7 | -4% | i
CC1=NNC(=O)C1CCC(=O)N/N=C(/C)c1ccc([N+](=O)[O-])cc1 (configuration not stated) | i | 0.2% | 3% | 2% | 0% | 0% | -2.5 | -1% | i
O=C1CCC(C(=O)N(Cc2cccs2)C2(C(=O)NC3CCCCC3)CCCCC2)N1 (configuration not stated) | i | 0.4% | 1% | -35% | -6% | 0% | -1.4 | 2% | i
Cc1cccc(OCC(=O)NCCCNC(=O)c2cnccn2)c1 | i | -0.1% | -4% | -8% | 0% | 0% | 0.9 | -3% | i
C=CCc1cccc(/C=N/n2c(C)nnc2C)c1O | i | -0.7% | 6% | -18% | 4% | -24% | -0.3 | -2% | i
COc1ccc(CCNC(=O)CSc2nc(-c3ccc(OC)c(OC)c3)ccc2C#N)cc1 | i | 2.9%[9.22 µM] | 18µM* | 0% | -15% | -13% | -1.5 | 0% | i
O=C(CNCc1cccs1)NC12CC3CC(CC(C3)C1)C2 | i | -0.5% | 0% | 12% | -11% | -1% | -3.1 | 0% | i
CCOC(=O)c1ccc2[nH]c3c(c2c1)CCCCC3=O | i | 1.3% | 19% | -15% | 3% | -2% | -1.4 | 8% | i
CC(C(=O)Nc1ccc(C#N)cc1)N(C)Cc1cccs1 (configuration not stated) | i | 0.0% | -7% | 12% | 2% | ? | 1.0 | 3% | i
CC(SCc1ccccc1)C(=O)Nc1ccc2c(c1)OCO2 (configuration not stated) | i | 0.4% | 2% | -3% | -5% | -2% | 0.6 | 0% | i
Cc1nc(SCC(=O)c2ccccc2)c([N+](=O)[O-])[nH]1 | ? | 3.1% | 16% | -16% | -19% | 1% | -0.2 | 19% | i
COc1ccccc1NC(=O)N1CCCC1C(=O)NCC1CCCO1 (configuration not stated) | i | 3.2% | 15% | 4% | 1% | -1% | -0.5 | 29% | i
S=C(NCc1ccc(Cl)c(Cl)c1)Nc1ccc2c(c1)OCO2 | i | -0.6% | -2% | -4% | 0% | 0% | -2.7 | -2% | i
O=C(OC(C(=O)NC1CCCC1)c1ccc(F)cc1)c1ccno1 (configuration not stated) | i | -0.6% | -4% | 5% | -1%[1.84 µM] | 0% | -0.2 | 6% | i
CCOC(=O)c1c(NC(=O)c2ccc(S(=O)(=O)N(CC)CC)cc2)sc2c1CCCCC2 | nt | 0.5% | 1% | -20% | 9% | nt | nt | -9% | nt
COc1ccc(CCNC(=O)CCNC(=O)c2ccc(Cl)cc2)cc1OC | i | -0.3% | 9% | -22% | 1% | -3% | 1.1 | 4% | i

3 records drawn at random from those above, as already listed:
mol | S2 tox | Nrf2 activator | Nrf2 block | HepG2 viability | A549 viability | MmCpn inh | CCT modulator | TGFb SMAD3 inh | Akt phos inh
COc1ccc(CCNC(=O)CCNC(=O)c2ccc(Cl)cc2)cc1OC | i | -0.3% | 9% | -22% | 1% | -3% | 1.1 | 4% | i
O=C(NCCCNC(=O)c1ccccn1)c1ccc(Cl)cc1 | ? | -0.7% | ? | -5% | -4% | 1% | 0.5 | -9% | i
CCOC(=O)c1ccc2[nH]c3c(c2c1)CCCCC3=O | i | 1.3% | 19% | -15% | 3% | -2% | -1.4 | 8% | i

Look-ups from above:
Nrf2 block result of `O=C(C1CC1)N1N=C(c2ccc(Br)cc2)CC1(O)C(F)(F)F` (configuration not stated) : -15%
MmCpn inh result of `S=C(NCc1ccc(Cl)c(Cl)c1)Nc1ccc2c(c1)OCO2` : 0%
